From PubChem
PPARg SRC-3 ag – promotes SRC-3 coactivator recruitment by human PPARgamma; P37231; activation, % at 8 µM; AID 731; actives 0.26% (n = 200,000); biochemical PPARgamma/SRC-3 coactivator recruitment assay; in the data active = activation above about 23%;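 note: 0% = DMSO and 100% = reference agonist; some compounds past the cut are filed as inactive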
Target sequence (P37231 whole entry, looked up): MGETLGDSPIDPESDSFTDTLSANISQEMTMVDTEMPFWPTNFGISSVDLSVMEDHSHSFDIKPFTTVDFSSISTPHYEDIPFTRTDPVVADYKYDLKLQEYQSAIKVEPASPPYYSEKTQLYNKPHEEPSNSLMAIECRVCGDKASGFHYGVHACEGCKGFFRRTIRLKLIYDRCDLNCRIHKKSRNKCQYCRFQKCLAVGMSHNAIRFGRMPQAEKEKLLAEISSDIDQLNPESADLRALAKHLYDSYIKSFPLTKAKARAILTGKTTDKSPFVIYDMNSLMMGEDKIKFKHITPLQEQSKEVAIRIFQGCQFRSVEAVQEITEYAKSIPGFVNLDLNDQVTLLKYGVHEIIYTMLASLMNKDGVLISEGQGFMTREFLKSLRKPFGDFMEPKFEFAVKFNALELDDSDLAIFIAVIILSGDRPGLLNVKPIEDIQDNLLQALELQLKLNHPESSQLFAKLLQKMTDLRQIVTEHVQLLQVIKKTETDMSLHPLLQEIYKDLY
TLR4 MyD88 comp – blocks binding of human TLR4 to MyD88 | HeLa CL3-4 TLR4/MyD88 BLA complementation, FRET ratio | inhibition, % at 8.4 µM | actives 0.18% (n = 200,000) | AID 861; in the data active = inhibition above about 25%;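 note: 0% = vehicle and 100% = reference inhibitor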
S1P3 antagonist – S1P3 (human) receptor antagonism; actives 0.27% (n = 170,000); CHO S1P3 NFAT-BLA reporter, FRET fluorescence, antagonist mode; inhibition, % at 4.98 µM;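 active = inhibition above the plate cutoff, the mean inhibition of test wells on that plate plus 3 SD, cut at about 28% in these data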;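 note: cells challenged with S1P at its EC80 of 0.8 µM; blue over green emission ratio from cleaved BLA substrate after 4 h stimulation; 0% = S1P-stimulated wells and 100% = unstimulated DMSO-only wells; some compounds past the cut are filed as inactive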
bIAP act – intestinal alkaline phosphatase (bovine) activation. purified bovine IAP, CDP-star luminescence, 30 min; hits give high values; fold of DMSO-control signal, blank-subtracted. activation factor at 20 µM. actives 0.17% (n = 200,000);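 active = activation factor of 2 or more at 20 µM, a signal rise over negative controls twice the positive control's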
ROMK mod – modulators of human ROMK potassium channel. P48048. Tet-inducible ROMK, thallium flux fluorescence; actives lie on both sides. B-score at 10 µM. actives 2% (n = 130,000). AID 1918;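 active = signal ratio slope over the read window, or its plate-corrected B-score, at least 3 SD from the plate mean, either direction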;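 note: B-score of the F/F0 ratio slope over 7 to 12 s after thallium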
Target sequence (P48048 whole entry, looked up): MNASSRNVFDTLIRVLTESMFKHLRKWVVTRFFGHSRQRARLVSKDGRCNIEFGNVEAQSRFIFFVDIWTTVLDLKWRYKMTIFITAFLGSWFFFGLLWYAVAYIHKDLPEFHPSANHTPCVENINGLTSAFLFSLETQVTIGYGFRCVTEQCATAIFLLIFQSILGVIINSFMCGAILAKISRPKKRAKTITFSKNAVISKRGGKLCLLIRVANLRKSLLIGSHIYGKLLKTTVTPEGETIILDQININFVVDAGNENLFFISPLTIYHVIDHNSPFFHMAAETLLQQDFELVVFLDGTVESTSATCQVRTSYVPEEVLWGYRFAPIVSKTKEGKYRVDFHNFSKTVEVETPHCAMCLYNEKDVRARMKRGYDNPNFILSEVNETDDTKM
DTT redox prof – compounds producing H2O2 with reducing agent – biochemical, NIH compound library profiling, artefact control for MLSCN library redox annotation, primary screen; actives 0.03% (n = 200,000); activation, % at 10 µM; DTT-dependent redox cycling H2O2, phenol red/HRP absorbance; 100% = 100 µM peroxide control, 0% = buffer; AID 878;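 active = activation of at least 50% relative to the plate's high and low controls in the primary single-dose screen; inactive = activation below 50%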;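 note: compound incubated with DTT at 0.8 mM final as the reducing agent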
PPARg SRC2 recr – promotes SRC-2 coactivator recruitment by human PPARgamma; P37231; PPARgamma LBD-SRC-2 recruitment, biochemical; activation, % at 8 µM; actives 0.34% (n = 200,000); AID 1032; in the data active = activation above about 22%;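 note: 0% = vehicle and 100% = reference agonist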
bIAP inh – blocks bovine intestinal alkaline phosphatase activity; purified bovine IAP, CDP-star luminescence, 30 min; inhibition, % at 20 µM; 190,000 tested, under 10 active; AID 1019;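 active = over 50% inhibition of intestinal alkaline phosphatase at 20 µM in the single-dose screen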
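System: Purified bovine intestinal alkaline phosphatase (IAP) enzyme | Input: IAP diluted 1/65,000,000 in the well | Also added: CDP-star chemiluminescent phosphatase substrate, 30 µM final | Dosing: 20 µM single dose | Times: Enzyme reaction for 30 min at room temperature | Detection: Luminescence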
PPARg SRC1 recr – PPARgamma-driven SRC-1 recruitment agonism; P37231; PPARgamma-SRC-1 coactivator recruitment biochemical assay; AID 631; actives 0.41% (n = 200,000); activation, % at 8 µM; in the data active = activation above about 19%;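 note: 0% = DMSO and 100% = reference agonist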
TR-FRET SRC-2 ct – counter-screen for PPARgamma SRC-2 recruitment agonists: TR-FRET artefact; hits give high values; TR-FRET ratio at 8 µM; actives 0.4% (n = 200,000); AID 1049; in the data active = TR-FRET ratio above about 2000; note: inactives centre near 1500; reference of the scale not given here
Lmaj promast – Leishmania major promastigote growth inhibition | actives 9% (n = 200,000) | Leishmania major promastigotes, resazurin fluorescence viability | AID 1063 | inhibition, % at 10 µM; in the data active = inhibition above about 50%;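 note: promastigotes grown with compound for 44 hours at 28 °C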
Active calls of the source: *; . = not tested or not shown.

SMILES	PPARg SRC-3 ag	TLR4 MyD88 comp	S1P3 antagonist	bIAP act	ROMK mod	DTT redox prof	PPARg SRC2 recr	bIAP inh	PPARg SRC1 recr	TR-FRET SRC-2 ct	Lmaj promast
CCn1c(N2CCN(S(=O)(=O)c3ccc(F)cc3)CC2)nc2ccccc21	-3	0	-8	0.9	-1	-0.1	0	10	-4	1365	41
O=C(CN1C(=O)c2ccccc2C1=O)Nc1ccccc1C(=O)NC1CCCCC1	4	9	.	0.9	0.057	0.2	6	11	0	1486	-5
Cc1ccc(S(=O)(=O)N2CCN(CC(O)c3ccccc3)CC2)cc1 (stereo not drawn)	0	-7	-1	1	-0.58	-1.2	-5	-4	-5	1228	5
C=C(C)CC1(NC(C)c2ccccc2)CCCCC1 (stereo not drawn)	5	2	9	0.9	.	-0.6	4	8	3	1616	0
O=C(NCCC1=CCCCC1)c1ccc(CN2CCOCC2)cc1	11	-20	-10	1	.	0.3	1	2	5	1356	81*
O=C(/C=C\c1ccccc1[N+](=O)[O-])Nc1ccccc1	9	-2	1	1	0.33	0.7	4	1	17	1526	-5
COc1ccccc1-n1c(N)cc(=O)nc1SCC(=O)Nc1cc(C)on1	-5	20	-7	1	0.25	-0.3	-15	4	-10	1493	-1
O=C(Nc1ccc(N2CCOCC2)cc1)C1CC(=O)N(c2ccc(Cl)cc2)C1 (stereo not drawn)	0	0	-3	1	-0.12	-1.6	-8	2	6	1719	-12
CC(=O)c1ccc(OCC(O)CN2CCC(C)CC2)cc1 (stereo not drawn)	2	-10	-22	1	.	-1.5	5	-4	9	1782	88*
Cc1cccc(NC(=S)NC2CC3CCCC(C2)N3Cc2cccs2)c1 (stereo not drawn)	10	14	.	1.2	.	-3.7	-1	-20	4	1650	89*
Cc1nc(NCCNC(=O)c2ccco2)c2c(C)c(C)sc2n1	0	-1	-22	1	.	1.1	-3	4	2	1422	5
CCC(CC)C(=O)OCC(=O)Nc1cccc(S(=O)(=O)N(C)c2ccccc2)c1	2	-16	-18	0.7	-0.36	-0.4	3	27	8	1625	3
Cc1ccc(OCc2ccc(Br)cc2)c([N+](=O)[O-])n1	4	-5	4	1.1	-0.075	-0.1	7	-12	5	1671	0
CCOC(=O)C1=C(C)NC(=O)NC1c1ccc(OC(=O)c2ccco2)cc1 (stereo not drawn)	8	-2	.	0.9	.	0.2	-5	12	-1	1482	1
CCNc1nc2c(c(=O)[nH]c(=O)n2C)n1Cc1ccc(F)cc1	0	-7	-29	1	.	-0.6	4	4	0	1589	-6
CCc1ccc(N2CC(C(=O)OCC(=O)NC3CCS(=O)(=O)C3)CC2=O)cc1 (stereo not drawn)	-15	-6	.	0.8	.	3.4	5	21	-2	1487	6
CCOC(=O)c1cccc(NC(=O)CSc2nnc(C3CCCCC3)n2C)c1	-2	6	-5	1.1	.	1.7	14	-5	1	1624	12
O=C(NCCCN1CCCC1=O)c1cc(-c2ccc3c(c2)OCO3)nc2ccccc12	1	7	-21	1	0.75	-0.9	5	1	9	1403	7
O=C(Nc1ncc(Cc2ccccc2Cl)s1)C1CCCO1 (stereo not drawn)	-11	-11	.	1	.	1.9	1	-4	-2	1450	5
CC(=O)Nc1ccc(S(=O)(=O)Nc2cccn(Cc3ccc(C)cc3)c2=O)cc1	0	-7	-14	1.4	0.16	-0.1	-7	-38	-3	1540	-4
Oc1ccc2ccccc2c1/C=N/c1nccs1	2	-18	.	0.9	.	2.4	3	5	-1	1479	-4
COc1ccccc1N1CCN(C(=O)CSc2ccccc2)CC1	8	-10	.	1	-0.11	0.1	4	-2	2	1690	3
O=C(CN1CCNCC1)Nc1ccc(Oc2ccccc2)cc1	7	4	.	1	.	-0.4	0	1	0	1479	-3
COc1cc(/C=C(\C#N)C(=O)Nc2ccccc2C(=O)O)cc(Cl)c1OC	49*	12	-11	1.1	-4.6*	-1.1	11	-6	31*	1524	-5
NC1=C(c2ccc(F)cc2)C(=O)CS1	1	0	.	1	.	-2.5	4	2	2	1581	-5
The list goes on:
SMILES	PPARg SRC-3 ag	TLR4 MyD88 comp	S1P3 antagonist	bIAP act	ROMK mod	DTT redox prof	PPARg SRC2 recr	bIAP inh	PPARg SRC1 recr	TR-FRET SRC-2 ct	Lmaj promast
COc1ccc(S(=O)(=O)N2CCCN(CC(=O)Nc3ccc4c(c3)OCO4)CC2)cc1	13	-4	18	1	-1.8	0.5	5	-5	2	1476	15
CCN(CC)S(=O)(=O)c1ccc(O)c(C(=O)OCC(=O)N(C)Cc2ccccc2)c1	4	6	12	1	.	-3.5	-1	-3	3	1436	-7
Cc1ccc(-c2ccc(=O)n(CCC(=O)NCCN3CCCCC3C)n2)cc1 (stereo not drawn)	-4	-7	-11	1	.	0.3	7	4	4	1425	-8
CC1CCC2(CC1)NC(=O)N(NC(=O)CCl)C2=O (stereo not drawn)	4	-2	-22	1.1	-0.18	0.2	-1	-7	4	1668	8
COc1ccc(S(=O)(=O)N2CCN(C3Cc4ccccc4C3)CC2)cc1	6	-2	-9	0.9	.	-0.3	-1	12	-6	1352	97*
CC1=CC(C)(C)NC(=S)N1c1ccccc1C	-6	14	-9	0.7	-0.29	-0.4	-3	30	-3	1488	8
CCOC(=O)c1[nH]cnc1C(=O)Nc1ccc(F)cc1	2	-13	-15	1.1	1.9	-0.7	-2	-14	-2	1567	2
O=C(/C=C/c1ccc(F)cc1)Nc1cccc(S(=O)(=O)Nc2cccc(C(F)(F)F)c2)c1	-1	0	-11	1	0.17	-0.2	-4	-2	-3	1559	50*
O=C(CCSc1ccc(Br)cc1)Nc1cccnc1	-3	6	-2	0.9	-0.31	-2.0	3	14	-1	1482	8
COCCCNC(=S)NC(=O)c1ccc([N+](=O)[O-])cc1	-1	-4	-8	0.8	0.47	-0.2	-2	20	-2	1522	-8
O=C(C#Cc1ccccc1)c1cccc([N+](=O)[O-])c1	10	6	.	0.9	.	-1.9	6	7	4	1588	22
CC(C)(C)n1ncc2c(=O)n(CC(=O)Nc3ccccc3)cnc21	-4	5	-10	0.9	.	1.6	-1	7	-7	1241	-1
C/C(N)=C(/C#N)C(=O)CSc1ccccc1F	0	-18	-2	1.1	-0.6	-0.2	-1	-7	8	1534	-4
C/C(=N/Nc1nc(-c2ccccc2)cc(-c2ccc(F)cc2)n1)c1cccc(N)c1	0	2	13	0.8	.	0.4	13	19	4	1601	42
Cc1ccc(CNC(=O)COC(=O)c2ccc(S(=O)(=O)N3CCCC3)cc2)cc1	-5	-5	.	0.9	-0.34	-0.2	-4	10	-4	1578	-5
Cc1nc(Cl)c(C(=O)NCCC(C)C)c(C)c1[N+](=O)[O-]	5	12	-8	1	-0.41	-0.5	5	0	-1	1493	-3
CCOC(=O)c1ccc(CC(=O)c2ccc(O)c(O)c2O)o1	1	-4	-5	0.7	-0.48	-1.4	19	30	11	1633	-10
Cc1ccc(Cn2ccc(NC(=O)c3cc(-c4ccc(Br)cc4)on3)n2)cc1	20	-4	-38	0.9	.	-3.6	3	13	10	1743	48
CC(C)CNS(=O)(=O)c1ccc(CCC(=O)Nc2ccc3c(c2)OCO3)cc1	-1	0	-55	0.9	.	-0.1	-5	14	3	1482	-4
COc1ccc(C)cc1S(=O)(=O)N(C)CC(=O)N1CCCCCC1	-2	-5	-29	1	-0.58	-0.6	8	-1	0	1670	-2
CN(Cc1cnccn1)Cc1c(C(=O)N2CCc3ccccc3C2)nc2ccc(Cl)cn12	-1	12	-17	1	0.31	-1.0	3	1	4	1394	21
CCOC(=O)CN1C(=O)S/C(=C/c2ccc(OC)c([N+](=O)[O-])c2)C1=O	4	7	-17	0.9	-0.019	-0.5	-1	7	4	1584	-2
COc1ccc(C(=O)N(CN2CCCC2=O)c2ccc(C)cc2)cc1	-2	-4	-36	1.1	-0.63	-0.5	2	-6	7	1425	-3
CC(C)(C)c1ccc(OCCNC(=S)Nc2ccccc2)cc1	6	-19	9	0.9	.	-0.5	6	8	9	1632	15
CN1CSC2=C(C#N)C(c3cccc(OCc4ccccc4)c3)CC(=O)N2C1 (stereo not drawn)	3	7	-22	1	.	-0.8	1	4	6	1546	-4
Later entries.
SMILES	PPARg SRC-3 ag	TLR4 MyD88 comp	S1P3 antagonist	bIAP act	ROMK mod	DTT redox prof	PPARg SRC2 recr	bIAP inh	PPARg SRC1 recr	TR-FRET SRC-2 ct	Lmaj promast
CCCOc1ccc(/C(O)=C2/C(=O)C(=O)N(CCN(C)C)C2c2ccc(OC)c(OC)c2)cc1 (stereo not drawn)	0	7	.	0.9	-0.12	8.2	-4	7	-2	1452	-1
CC(=O)c1ccc(N2CCC(C(=O)O)CC2)cc1	6	11	-9	1.1	.	-0.3	11	-13	8	1662	1
Cc1ccc(S(=O)(=O)N2CCCCC2)cc1NC(=O)Nc1ccc(Cl)cc1Cl	1	-8	2	1.1	-0.41	-0.1	-7	-7	4	1481	36
Cc1ccc(Nc2c(-c3ccccn3)nc3cc(C)ccn23)cc1	3	1	20	1.3	-1.6	-0.3	-2	-35	4	1723	101*
CCN1CCN(CC(=O)Nc2cc(F)ccc2C)CC1	-6	-6	.	1.1	-0.86	0.1	10	-12	1	1485	21
CCOC(=O)/C(C#N)=C/c1cc(C)n(-c2ccccc2)c1C	-13	3	.	0.9	0.71	0.1	-2	5	-2	1454	-5
CCCCNC(=O)NS(=O)(=O)c1ccc(C(=O)OC(C)C)o1	3	1	-4	1	0.04	0.2	2	1	0	1752	-5
O=C(COc1ccc2ccccc2c1)NCCNC(=O)COc1ccc2ccccc2c1	47*	-7	.	0.8	-0.87	0.6	39*	18	38*	2532*	3
CCCCN(CC)CCNC(=O)CCNC(=O)Cn1ccc2ccccc2c1=O	0	-8	-3	1.1	-0.48	0.6	-4	-6	5	1302	0
O=C(N/N=C/c1c[nH]c2ccccc12)c1ccn[nH]1	-5	-3	-8	1.3	0.3	-1.7	-6	-30	3	1744	-2
N#Cc1cn(CC(=O)N2CCCC2)c2ccccc12	8	13	-15	0.8	.	2.9	4	23	2	1772	26
O=c1c(CN2CCN(c3cccc(Cl)c3)CC2)coc2c(Cl)cc(Cl)cc12	-9	-4	.	0.8	.	1.4	-5	17	-4	1452	-5
O=C(O)C1C(=O)NCC1c1ccccc1 (stereo not drawn)	-1	1	-4	1.1	0.073	1.0	3	-6	3	1575	-4
COc1ccc(S(=O)(=O)N(C)c2c(C)n(C)n(-c3ccccc3)c2=O)cc1OC	1	8	-9	1.1	0.79	0.1	-2	-14	1	1546	-6
CCSC(SCC)[C@H](O)[C@@H](O)[C@H](O)[C@H](O)CO	4	15	3	0.8	.	4.8	3	24	9	1693	-3
CCCc1cc(=O)[nH]c(SCc2cc(C(=O)OC)c(C)o2)n1	3	-1	4	1	1.5	0.8	5	4	6	1501	-9
Cc1ccc(C(=O)Nc2ccc3[nH]c(=O)[nH]c3c2)c(C)c1	0	-4	-4	1	-0.29	-3.1	0	5	10	1537	-2
